Wee1 degr inh – blocks degradation of human Wee1 kinase | HeLa Luc-Wee1K328M stability, luciferase luminescence; 100% = proteasome inhibitor MG132 effect | reporter increase, % at 5 µM | actives 1.2% (n = 220,000);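 active means activation above the mean of all tested compounds plus 3 SD, set per screening run, cut at about 8.8% in these data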;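 further: cells exposed to compound for 20 h before luminescence read; 0% = DMSO alone and 100% = MG132 at 30 µM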
FXIa inh 1536 – blocks human coagulation factor XIa protease activity; P03951; purified FXIa, Boc-Glu-Ala-Arg-AMC fluorogenic substrate; inhibition, % at 5 µM; actives 0.14% (n = 220,000); AID 798;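 active means inhibition of at least 40%; inactive means inhibition below 40%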;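 further: fluorescence of freed AMC excited at 355 nm; 0% = enzyme without compound and 100% = no enzyme blank; many of its hits are not listed in these tables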
Target sequence (P03951 19-387 limits assumed): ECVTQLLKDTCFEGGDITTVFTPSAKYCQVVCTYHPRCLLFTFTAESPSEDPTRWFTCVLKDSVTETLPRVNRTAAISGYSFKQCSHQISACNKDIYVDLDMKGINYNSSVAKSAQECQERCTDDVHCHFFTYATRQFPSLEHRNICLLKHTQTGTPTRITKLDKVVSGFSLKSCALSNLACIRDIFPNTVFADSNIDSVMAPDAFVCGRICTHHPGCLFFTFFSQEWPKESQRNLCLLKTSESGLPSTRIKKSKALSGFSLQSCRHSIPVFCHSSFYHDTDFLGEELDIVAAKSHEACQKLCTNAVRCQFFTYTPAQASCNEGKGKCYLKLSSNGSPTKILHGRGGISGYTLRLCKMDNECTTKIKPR
Target sequence (P03951 388-625 limits assumed): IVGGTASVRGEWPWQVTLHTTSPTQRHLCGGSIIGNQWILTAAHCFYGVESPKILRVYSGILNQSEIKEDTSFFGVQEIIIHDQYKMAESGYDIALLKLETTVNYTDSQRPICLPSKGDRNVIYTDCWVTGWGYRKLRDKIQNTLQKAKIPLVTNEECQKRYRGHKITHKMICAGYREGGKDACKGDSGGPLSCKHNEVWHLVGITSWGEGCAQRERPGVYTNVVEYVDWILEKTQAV
L929 necroptosis – blocks zVAD induced death of L929 cells | L929 zVAD necroptosis rescue, ATP luminescence, 24 h; with zVAD 60 µM | viability rescue, % at 10 µM | actives 0.38% (n = 220,000) | AID 1377;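 active means activation, scaled between plate controls, above about 75%, limit read from the data; inactive means activation under that limit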;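 further: 0% = zVAD with DMSO and 100% = DMSO alone without zVAD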
CHOP inh – blocks CHOP induction under ER stress; CHO-K1 CHOP-promoter luciferase, tunicamycin-induced, 15-18 h; inhibition, % at 10 µM; actives 3.8% (n = 220,000); AID 2732;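 active means compounds that reduced the stress-induced luciferase reporter signal by more than about 70% of percent inhibition, limit read from the data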;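 further: 0% = tunicamycin plus vehicle and 100% = wells without tunicamycin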
PPC-1+TRAIL kill – kills PPC-1 cancer cells in the presence of TRAIL | PPC-1 cells + TRAIL, ATPLite viability luminescence | cell killing (% activity), % at 4 µM | actives 0.41% (n = 220,000);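 active means cell killing above 50% in the first pass at 4 µM, then a duplicate retest at 5 µM averaging 50% or more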;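 further: plate controls were cells with TRAIL plus DMSO for no effect and medium-only wells lacking cells for full effect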
PGE2 EP2 inh – inhibitors of human EP2 prostaglandin E2 receptor | actives 0.52% (n = 260,000) | inhibition, % at 25 µM | C6 glioma cells expressing human EP2, cAMP TR-FRET; cells stimulated with saturating PGE2 | P43116;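 active means percent inhibition above 40 after rounding to a whole number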;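 further: rat C6 glioma host cells with rolipram phosphodiesterase inhibitor present; the protocol text gives 20 µM as final concentration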
Target sequence (P43116 whole entry, looked up): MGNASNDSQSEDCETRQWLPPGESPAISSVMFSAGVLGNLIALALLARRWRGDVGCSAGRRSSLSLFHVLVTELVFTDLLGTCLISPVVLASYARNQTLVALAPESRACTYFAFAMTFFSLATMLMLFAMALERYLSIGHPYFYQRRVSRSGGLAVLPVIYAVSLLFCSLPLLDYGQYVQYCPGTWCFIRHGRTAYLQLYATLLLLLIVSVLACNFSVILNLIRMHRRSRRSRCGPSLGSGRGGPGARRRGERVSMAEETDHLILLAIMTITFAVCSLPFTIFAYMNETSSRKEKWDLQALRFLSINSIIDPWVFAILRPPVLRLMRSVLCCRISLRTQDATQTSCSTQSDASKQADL
FXIIa inh 1536 – blocks human coagulation factor XIIa protease activity; purified FXIIa, Boc-QGR-AMC fluorogenic substrate, 2 h; inhibition, % at 5 µM; AID 800; P00748; actives 0.3% (n = 220,000); in the data active means inhibition above about 40%;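 further: 0% = enzyme with no compound and 100% = blank without enzyme; many of its hits are not listed in these tables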
TbHK1 inh – T. brucei hexokinase 1 inhibition | recombinant TbHK1, G6PDH-coupled NADH A340 | inhibition, % at 10 µM | actives 0.11% (n = 220,000);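 active means inhibition of 50% or more in the single-dose primary screen; inactive means inhibition below 50%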
TNF necrop inh – inhibitors of TNF-alpha induced necroptosis in Jurkat FADD-/- cells. Jurkat FADD-/- TNF necroptosis rescue, ATP luminescence, 24 h; 0 = TNF only, 100 = no-TNF cells. activation (protection from cell death), % at 10 µM. actives 0.068% (n = 220,000). AID 463075;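 active means activation, meaning protection from cell death, of at least 50% relative to plate controls; inactive means activation below 50%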;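 further: necroptosis triggered by 40 ng/mL TNF-alpha added together with compound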
* marks the source's active call; other numbers are inactive results; . = not tested or not shown; & = joins results of further samples. Only part of the results is shown; rates above refer to the full screens.

Every second line gives: Wee1 degr inh	FXIa inh 1536	L929 necroptosis	CHOP inh	PPC-1+TRAIL kill	PGE2 EP2 inh	FXIIa inh 1536	TbHK1 inh	TNF necrop inh
> CCOC(=O)C1(Cc2cccc(OC)c2)CCN(Cc2cccc(OC)c2OC)CC1
 : -1	1	-0.4	6	20	5	11	-5	0.2
> CCCOP(=O)(OCCC)C1(Nc2ccc(C)cc2)CCCCC1
 : -1	-27	-0.3	28	6	.	20	-1	-2.7
> CNC(=O)c1nnn(Cc2ccccc2)c1NC(C)=O
 : 0	0	-0.3	4	-7	4	11	4	-0.5
> CCNc1nc(NC(C)C)nc(N(C#N)C(C)C(=O)N(CC)CC)n1 (stereo not given)
 : 3	-3	2.1	0	3	4	1	-9	3.1
> CC(NC(=O)c1ccc(Cl)cc1Cl)C(c1ccccc1)N1CCOCC1 (stereo not given)
 : -1	-1	1.3	1	27	6	0	-5	2.1
> CC(C)NC(=O)C(=O)NCCc1ccc(Cl)cc1
 : -2	4	0.4	49	-11	14	16	-7	1.8
> COC(=O)Cn1c(=NC(=O)c2ccc(Cl)s2)sc2cc(F)ccc21
 : 0	8	1.3	-15	12	11	0	-23	1.7
> CC(C)CCN1CCN(Cc2nc(-c3ccc(F)cc3)cs2)CC1CCO (stereo not given)
 : -2	-5	-0.4	35	0	0	0	1	1.2
> CCN1CCN(C(=O)CN(C)S(=O)(=O)c2ccc(OC)cc2)CC1
 : -1	15	-0.1	5	19	2	27	-6	-1.0
> CCNC(=S)N1CCC(C(O)(c2ccccc2)c2ccccc2)CC1
 : -2	0	0.3	-18	10	2	12	2	-0.4
> Cc1ccc2cc(CN(CCCO)S(=O)(=O)c3cccc4nsnc34)c(=O)[nH]c2c1C
 : -1	-9	-0.3	15	2	7&9	-1	-10	-5.8
> COc1cccc(/C=C/C(=O)OCC(=O)Nc2ccc(S(=O)(=O)N3CCCC3)cc2)c1
 : -2	-12	1.1	42	34	5	-9	36	2.5
> CC(C)OC(=O)c1ccc(OC(=O)c2cccnc2)cc1
 : -1	1	-0.3	4	12	14	-4	0	-2.5
> CCN(CC)c1ccc(C2C(C(=O)Nc3ccccn3)=C(C)NC3=C2C(=O)CC(C)(C)C3)cc1 (stereo not given)
 : -2	-1	-0.1	15	15	7	11	-5	0.1
> O=C(N/N=C/c1ccc2c(c1)OCO2)c1cc(-c2ccccc2Cl)nc2ccccc12
 : -3	15	.	41	-1	4	18	-13	3.5
> Cc1cccc(NC(=O)c2cccc(N3C(=O)C4C5CCC(C5)C4C3=O)c2)c1C (stereo not given)
 : -1	-7	0.9	-12	-7	9	0	6	-0.7
> O=C(O)/C=C/c1coc2ccc(F)cc2c1=O
 : 2	12	0.3	21	28	4	9	-4	2.0
> O=C(Nc1ccc(C(F)(F)F)cc1)c1cc(S(=O)(=O)NCC2COc3ccccc3O2)ccc1F (stereo not given)
 : 0	5	9.2	82*	-7	3	8	3	7.3
> NS(=O)(=O)c1ccc(N/N=C/c2ccccc2C(=O)O)c([N+](=O)[O-])c1
 : 1	-4	0.5	0	-3	2	-1	-36	-0.5
> COC(=O)c1ccc2c(=O)n(NC(=O)C(c3ccccc3)c3ccccc3)c(=S)[nH]c2c1
 : 0	-3	-0.4	102*	11	4	9	-18	-0.6

The final 2 compounds of the part above come first, to join the parts.
Every second line gives: Wee1 degr inh	FXIa inh 1536	L929 necroptosis	CHOP inh	PPC-1+TRAIL kill	PGE2 EP2 inh	FXIIa inh 1536	TbHK1 inh	TNF necrop inh
> NS(=O)(=O)c1ccc(N/N=C/c2ccccc2C(=O)O)c([N+](=O)[O-])c1
 : 1	-4	0.5	0	-3	2	-1	-36	-0.5
> COC(=O)c1ccc2c(=O)n(NC(=O)C(c3ccccc3)c3ccccc3)c(=S)[nH]c2c1
 : 0	-3	-0.4	102*	11	4	9	-18	-0.6
> COc1cc(Cc2nc3ccc(S(=O)(=O)N4CCOCC4)cc3[nH]2)cc(OC)c1OC
 : 1	4	0.1	-10	10	13	16	-2	-2.2
> O=C(O)CSc1c(O)c2ccccc2[nH]c1=O
 : 1	6	0.6	6	-1	10	6	1	-0.8
> CCCCn1c(=O)c(CCC(=O)OCC(=O)Nc2ccc(C)c(Cl)c2)nc2ccccc21
 : 0	0	0.2	22	-12	7	8	-10	2.1
> Cc1ccc(NC(=O)COC(=O)c2ccc(OCc3c(C)noc3C)cc2)cc1S(=O)(=O)N1CCOCC1
 : -1	-17	1.1	-15	15	4	5	2	-1.6
> O=C(CSc1nnc(C2CCCCC2)o1)N1CCCCC1
 : -1	1	-0.1	12	21	10	6	1	1.3
> COC(=O)C/C=C/[C@@H](C)[C@@H](/C=N/O[C@@H](C)c1cn([C@H](CO)Cc2ccccc2)nn1)NS(=O)(=O)c1ccc(C)cc1
 : 3	26	0.2	12	16	.	14	1	-0.2
> CNC(=O)NC(=O)C(C)OC(=O)c1c(C)noc1C (stereo not given)
 : 1	4	0.7	1	-16	10	8	-8	-0.8
> CCN(CC)S(=O)(=O)c1ccc(C(=O)NCc2n[nH]c(=S)n2Cc2ccccc2)cc1
 : 3	5	-0.1	5	-1	5	13	61*	0.1
> CN(C)CCCNc1ccc(-c2cc(Nc3cccc(Cl)c3)ncn2)cn1
 : .	-2	72	-40	32	10	2	-39	-5.1
> COC(=O)/C=C/c1ccc(OC(=O)OC)c(OC(=O)OC)c1
 : 12*	8	13	8	8	3	16	-13	0.9
> CCCCN(C)C(=O)c1coc(=O)c2ccccc12
 : 6	-10	0.6	26	6	18	2	-4	-3.0
> COc1ccc(CNC(=O)C2CCN(C(=O)[C@@H](CC(C)C)NC(=O)OC(C)(C)C)CC2)cc1
 : 3	-2	1.3	3	8	8	7	56*	1.0
> COc1ccc2c(c1)C1CC(C)(NC(=O)C1C(=O)c1ccccc1)O2 (stereo not given)
 : -3	25	0.2	34	21	10	23	3	-0.2
> CCOC(=O)C1=C(c2ccccc2)N=C2SCC(=O)N2C1c1ccc(OCC)c(OCC)c1 (stereo not given)
 : 2	-2	0.3	-25	7	17	6	-9	1.8
> CCCCC(=NCCc1c(C)[nH]c2ccccc12)C1=C(O)CC(c2ccccc2)CC1=O (stereo not given)
 : 2	-1	3.7	41	23	15	12	-2	-3.8
> CC(=O)Nc1ccc(S(=O)(=O)N2CCN(Cc3cccc([N+](=O)[O-])c3)CC2)cc1
 : -4	3	2.6	13	16	11	.	-1	3.6
> O=C(CCC1CCCC1)Nc1cccn(Cc2ccccc2Br)c1=O
 : -1	0	-0.3	31	23	6	7	5	1.5
> S=c1[nH]nc(CCc2ccccc2)n1-c1ccccc1
 : -2	4	0.1	17	14	2	3	-3	0.6
> CC(=O)N1CCC(N(CCN2CCOCC2)C(=O)Nc2ccc(Cl)c(Cl)c2)CC1
 : -1	.	-0.8	.	.	11	.	-3	1.5
> CCOc1ccc(N2C(=O)CN(c3cccc4ccccc34)C2=S)cc1
 : -3	2	1.6	49	23	3	8	-6	1.9

Reformatted as labelled records: entries from further up
CCOC(=O)C1=C(c2ccccc2)N=C2SCC(=O)N2C1c1ccc(OCC)c(OCC)c1 (stereo not given)
  Wee1 degr inh: 2	FXIa inh 1536: -2	L929 necroptosis: 0.3	CHOP inh: -25	PPC-1+TRAIL kill: 7	PGE2 EP2 inh: 17	FXIIa inh 1536: 6	TbHK1 inh: -9	TNF necrop inh: 1.8
CCCCC(=NCCc1c(C)[nH]c2ccccc12)C1=C(O)CC(c2ccccc2)CC1=O (stereo not given)
  Wee1 degr inh: 2	FXIa inh 1536: -1	L929 necroptosis: 3.7	CHOP inh: 41	PPC-1+TRAIL kill: 23	PGE2 EP2 inh: 15	FXIIa inh 1536: 12	TbHK1 inh: -2	TNF necrop inh: -3.8
CC(=O)Nc1ccc(S(=O)(=O)N2CCN(Cc3cccc([N+](=O)[O-])c3)CC2)cc1
  Wee1 degr inh: -4	FXIa inh 1536: 3	L929 necroptosis: 2.6	CHOP inh: 13	PPC-1+TRAIL kill: 16	PGE2 EP2 inh: 11	FXIIa inh 1536: .	TbHK1 inh: -1	TNF necrop inh: 3.6
O=C(CCC1CCCC1)Nc1cccn(Cc2ccccc2Br)c1=O
  Wee1 degr inh: -1	FXIa inh 1536: 0	L929 necroptosis: -0.3	CHOP inh: 31	PPC-1+TRAIL kill: 23	PGE2 EP2 inh: 6	FXIIa inh 1536: 7	TbHK1 inh: 5	TNF necrop inh: 1.5

Additional compounds follow:
Every second line gives: Wee1 degr inh	FXIa inh 1536	L929 necroptosis	CHOP inh	PPC-1+TRAIL kill	PGE2 EP2 inh	FXIIa inh 1536	TbHK1 inh	TNF necrop inh
> CC[C@H](C)[C@H](NS(=O)(=O)c1ccc(C)cc1)C(=O)N1CCC(C(=O)N[C@H](C(=O)O)C(C)C)CC1
 : 2	6	0.2	29	-13	9	19	-2	-2.9
> O=C(c1cccs1)N1CCc2c([nH]c3ccccc23)C1c1ccc(Cl)cc1 (stereo not given)
 : 4	-15	0.5	42	-8	9	-3	-9	-8.7
> CNc1nc(OC)nc(N(C#N)CN2C(=O)c3ccccc3S2(=O)=O)n1
 : -1	-2	1.1	-96	19	4	8	2	-11
> O=c1[nH]c(=O)n(C(c2ccccc2)c2ccccc2)cc1Br
 : 4	0	2.5	-7	8	5	12	0	-0.1
> COc1ccc(OC)c(/C=N/NC(=O)Cn2ccnc2C)c1
 : -3	-8	1.7	10	14	9	-9	-27	2.0
> COc1ccc(/C=C/c2c([N+](=O)[O-])c(=O)n(C)c(=O)n2C)cc1OC
 : 1	-1	0.2	21	-14	9	7	-4	0.7
> O=C(NNC(=O)c1ccc2c(c1)OCO2)NC12CC3CC(CC(C3)C1)C2
 : -4	-9	1.4	-1	0	13	-5	0	2.3
> CC(=O)Nc1ccc(OCC(=O)NCc2ccc(C)cc2)cc1
 : 0	-1	1.0	23	-13	5	10	11	1.9
> COc1cc(/C=N/NC(=O)c2ccoc2C)cc(OC)c1OC
 : 1	.	1.4	.	.	7	.	-14	-0.2
> CCCCN(C)CCC(=O)Nc1ccc(F)c(F)c1
 : 2	-8	1.2	-13	9	0	4	0	2.5
> CC(C)NC(=O)NC(=O)COC(=O)CCOc1ccccc1
 : 1	-6	-0.3	25	18	5	8	-11	-0.3
> Cc1cc(C(=O)c2ccc(C(C)(C)C)cc2)c(NC(=O)CCl)s1
 : 2	-1	1.2	31	14	5	-3	6	-6.7
> Cc1cccc(NC(=O)CSc2nnc(-c3ccccc3Br)o2)c1C
 : 0	4	-0.1	36	9	7	6	2	-0.8
> COC(=O)C1=C(N)Oc2cc(C)[nH]c(=O)c2C1c1ccc(Cl)cc1 (stereo not given)
 : -1	1	-0.5	-9	4	5	8	-12	-0.2
> c1cc2c3c(cccc3c1)NC1(CCC3(CC1)Nc1cccc4cccc(c14)N3)N2
 : -3	-8	4.2	20	10	89*	2	-39	-20
> CCC(Oc1ccccc1)C(=O)Nc1ccccn1 (stereo not given)
 : 0	-3	-0.4	-8	10	6&13	-1	0	-1.8
> C=CCSc1nnc(NC(=O)CSc2nnc(C)s2)s1
 : 0	13	0.2	5	6	10	-8	-2	-0.6
> COc1ccc(NC(=O)c2cccnc2N2CCCCC2)cc1
 : 0	8	-0.1	23	7	12	7	-12	0.5
> CCOC(=O)C(NS(=O)(=O)c1ccccc1)(C(F)(F)F)P(=O)(OC(C)C)OC(C)C (stereo not given)
 : -1	1	0.8	-6	10	3	9	2	-0.6
> CCN(C(=O)CSc1nnc(NC2CCCCC2)s1)C1CCS(=O)(=O)C1 (stereo not given)
 : 0	-6	-0.3	23	17	7	5	-7	1.1
